S100A4 inh HTS: blocks human S100A4 binding to myosin IIA peptide; inhibition, % at 10.7 µM; 360,000 compounds, 0.14% hits; P26447; S100A4/TAMRA-MyoIIA peptide fluorescence polarization;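 active = mean inhibition of at least 70% across replicates, with every replicate also reaching that level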
Target sequence (P26447 whole entry, looked up): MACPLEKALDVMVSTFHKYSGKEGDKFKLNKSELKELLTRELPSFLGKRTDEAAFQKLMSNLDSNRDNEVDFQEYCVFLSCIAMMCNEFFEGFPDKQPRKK
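Compound dosing: one dose per compound; test system: human S100A4 monomer with TAMRA-labelled myosin IIA peptide; probe or stimulus: TAMRA-labelled myosin IIA heavy-chain peptide probe, 5 nM; medium: HEPES buffer with Ca2+, pH 7.2; schedule: 5 min incubation before reading; benchmarks: neutral control DMSO, positive control TFP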
ERp5 inh: blocks human ERp5 reductase activity on insulin; Q15084; ERp5 insulin aggregation, absorbance 650 nm, 90 min; inhibition, % at 9.99 µM; 350,000 compounds, 0.05% hits; AID 651711;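 active = mean replicate inhibition above about 25%, with every replicate also reaching it, limit read from the data, passing the limit was not always enough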
PglD inh: PglD (C. jejuni) enzyme inhibition; inhibition, % at 12.5 µM; 360,000 compounds, 0.098% hits; purified PglD enzyme, DTNB colorimetric CoA detection; in the data active = inhibition above about 16%, passing the limit was not always enough; note: strong numbers were not always called active
E-sel inducer: E-selectin induction on HUVECs; P16581; activation, % at 7.58 µM; HUVEC E-selectin immunofluorescence imaging; normalized: neutral wells 0, TNF-alpha wells 100; 260,000 compounds, 0.37% hits; AID 686992;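 active = mean E-selectin-positive cell signal at least 10% of the positive control, reached in at least 60% of replicates, without over 20% cell loss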;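 note: in these data hits start at about 27%; measured in HUVEC primary endothelial cells; signal is the percent of cells scored E-selectin positive by PE staining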
Target sequence (P16581 whole entry, looked up): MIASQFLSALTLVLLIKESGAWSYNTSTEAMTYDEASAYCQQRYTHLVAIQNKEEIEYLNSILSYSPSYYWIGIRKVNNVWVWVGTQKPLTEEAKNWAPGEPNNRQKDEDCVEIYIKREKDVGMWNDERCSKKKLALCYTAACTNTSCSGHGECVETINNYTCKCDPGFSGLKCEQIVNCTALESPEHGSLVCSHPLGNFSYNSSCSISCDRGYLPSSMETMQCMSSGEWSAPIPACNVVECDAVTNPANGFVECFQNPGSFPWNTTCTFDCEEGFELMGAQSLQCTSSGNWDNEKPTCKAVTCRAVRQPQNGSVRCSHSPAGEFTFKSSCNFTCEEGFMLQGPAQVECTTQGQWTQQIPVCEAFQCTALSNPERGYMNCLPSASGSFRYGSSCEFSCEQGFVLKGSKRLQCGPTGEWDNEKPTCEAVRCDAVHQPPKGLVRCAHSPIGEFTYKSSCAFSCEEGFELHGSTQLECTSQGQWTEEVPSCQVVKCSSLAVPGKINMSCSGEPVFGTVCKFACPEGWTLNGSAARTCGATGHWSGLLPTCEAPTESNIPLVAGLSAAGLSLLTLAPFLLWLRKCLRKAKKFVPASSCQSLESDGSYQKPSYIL
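material = human umbilical vein endothelial cells (HUVEC), E-selectin induction | quantity = 3,000 cells/well | medium = EGM-2 growth medium on 0.1% gelatin-coated wells | technique = immunofluorescence imaging | read-out basis = % PE-positive cells | control set = TNF-alpha positive control, DMSO neutral control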
C2C12 statin: protects C2C12 myotubes from simvastatin toxicity; ATP luminescence, 48 h; scaled: DMSO 0, geranylgeraniol control 100; rescue of ATP level, % at 7.49 µM; 330,000 compounds, 0.78% hits;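 active = mean ATP rescue above about 67%, or every replicate alone reaching that limit, limit read from the data, passing the limit was not always enough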;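 note: myotubes were challenged with 10 µM simvastatin during compound exposure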
DENV2 CPE: DENV2-induced cell death inhibition | DENV2-infected cells, cytopathic effect rescue, plate reader | CPE inhibition, % at 9.99 µM | 350,000 compounds, 1.7% hits | AID 651640; in the data active = CPE inhibition above about 20%, passing the limit was not always enough; tested in BHK-21 cells;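 note: 0% = median of neutral control wells and 100% = median of positive control wells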
SIRT5 inh: sirtuin-5 (human) deacylase inhibition. Q9NXA8. Purified SirT5, succinyl-peptide AMC, trypsin-coupled fluorescence. inhibition, % at 15 µM. 330,000 compounds, 1.1% hits; in the data active = inhibition above about 15%
Numbers without * were called inactive; x = no result given; & = joins results of further samples.

Start of the data: the first ten records as a preview:
nr	smiles	S100A4 inh HTS	ERp5 inh	PglD inh	E-sel inducer	C2C12 statin	DENV2 CPE	SIRT5 inh
1	Cn1cc(S(=O)(=O)c2ccccc2)c(=O)c2cc(Cl)ccc21	3	1	-4	x	3	-7	-2
2	CCN(c1ccccc1)S(=O)(=O)c1ccc(Cl)c(C(=O)NCC2CCCO2)c1 (configuration not stated)	-3	2	x	-0.4	x	0	0
3	Cn1c(=O)c(C#N)c(-c2ccc(F)cc2)c2cc(C(=O)c3cc(Cl)cc(Cl)c3O)cnc21	-7	7	0	0.6	-60	10	0
4	OCCNc1ncnc2c1ncn2[C@H]1CN(Cc2ccc3c(c2)OCO3)C[C@@H](CO)O1	-2	-15	1	x	8	-13	x
5	Cc1ccc(Cl)cc1Nc1nc(N2CCOCC2)nc(N2CCOCC2)n1	17	-6	-5	11	-62	10	-1
6	CN(Cc1cnc2nc(N)nc(N)c2n1)c1ccc(C(=O)NC(CCC(=O)O)C(=O)O)cc1C(F)(F)F (configuration not stated)	-3	-11	x	x	x	-11	4
7	CC(CCc1ccccc1)NC(=O)C(=O)N1CCOCC1 (configuration not stated)	1	-5	x	x	-2	-4	6
8	COc1ccc(-n2nc3c(c2NC(=O)c2cc(Br)ccc2Cl)CS(=O)C3)cc1 (configuration not stated)	0	6	0	0.0	-6	-5	1
9	O=C(N[C@@H]1CC[C@@H](CCNC(=O)C2CC2)O[C@H]1CO)c1ccncc1	25	-1	-1	-0.2	3	4	-4
10	CC1(C(=O)Nc2cccc3c2CCCC3)CCN1C(=O)C1(c2ccc(Cl)cc2)CC1 (configuration not stated)	-5	0	0	x	19	-3	2

Results, from the first entry:
nr	smiles	S100A4 inh HTS	ERp5 inh	PglD inh	E-sel inducer	C2C12 statin	DENV2 CPE	SIRT5 inh
1	Cn1cc(S(=O)(=O)c2ccccc2)c(=O)c2cc(Cl)ccc21	3	1	-4	x	3	-7	-2
2	CCN(c1ccccc1)S(=O)(=O)c1ccc(Cl)c(C(=O)NCC2CCCO2)c1 (configuration not stated)	-3	2	x	-0.4	x	0	0
3	Cn1c(=O)c(C#N)c(-c2ccc(F)cc2)c2cc(C(=O)c3cc(Cl)cc(Cl)c3O)cnc21	-7	7	0	0.6	-60	10	0
4	OCCNc1ncnc2c1ncn2[C@H]1CN(Cc2ccc3c(c2)OCO3)C[C@@H](CO)O1	-2	-15	1	x	8	-13	x
5	Cc1ccc(Cl)cc1Nc1nc(N2CCOCC2)nc(N2CCOCC2)n1	17	-6	-5	11	-62	10	-1
6	CN(Cc1cnc2nc(N)nc(N)c2n1)c1ccc(C(=O)NC(CCC(=O)O)C(=O)O)cc1C(F)(F)F (configuration not stated)	-3	-11	x	x	x	-11	4
7	CC(CCc1ccccc1)NC(=O)C(=O)N1CCOCC1 (configuration not stated)	1	-5	x	x	-2	-4	6
8	COc1ccc(-n2nc3c(c2NC(=O)c2cc(Br)ccc2Cl)CS(=O)C3)cc1 (configuration not stated)	0	6	0	0.0	-6	-5	1
9	O=C(N[C@@H]1CC[C@@H](CCNC(=O)C2CC2)O[C@H]1CO)c1ccncc1	25	-1	-1	-0.2	3	4	-4
10	CC1(C(=O)Nc2cccc3c2CCCC3)CCN1C(=O)C1(c2ccc(Cl)cc2)CC1 (configuration not stated)	-5	0	0	x	19	-3	2
11	Cc1c(C(=O)Nc2ccc(F)cc2)cn2c(nc3ccccc32)c1C#N	-6	0	1	-0.1	x	10	-2
12	Fc1ccc(N/N=C2/CCSc3sccc32)c(F)c1	64	1	1	x	5	-4	-2
13	O=C(COc1ccccc1[N+](=O)[O-])Nc1cc(C(=O)O)cc(C(=O)O)c1	0	0	x	x	x	0	-2
14	Cc1ccc([N+](=O)[O-])c(C(=O)Nc2cccnc2Cl)c1	1	-2	21*	x	-1	0	0
15	O=C(Nc1cc(F)ccc1F)N[C@@H]1C=C[C@@H](CC(=O)N2CCc3ccccc3C2)O[C@@H]1CO	-6	6	x	-0.5	x	6	-3
16	O=C(O)C(Cc1c[nH]c2ccccc12)NS(=O)(=O)c1cccc(Cl)c1Cl (configuration not stated)	-4	-2	10	0.6	-2	-5	4
17	COC(=O)[C@]1(Cc2ccccc2N=[N+]=[N-])N=C(c2ccc(OCCCO)cc2)O[C@@H]1c1ccccc1	3	0	3	x	x	11	0
18	CCC(C)(C)n1nnnc1C(c1ccccc1)N1CCN(Cc2ccccc2)CC1 (configuration not stated)	7	3	x	x	x	-1	-1
19	COc1ccc(CCNC(=O)Cn2nnc(C(=O)Nc3cccc(C)c3C)c2N)cc1OC	-3	3	0	x	4	19	1
20	O=C(CNC(=O)C12CC3CC(CC(C3)C1)C2)N/N=C\c1ccccn1	-2	-1	4	0.0	4	2	2
21	Cc1cc(NS(=O)(=O)c2ccc(NC(=O)c3ccc([N+](=O)[O-])cc3)cc2)nc(C)n1	0	7	-3	-0.1	-6	2	x
22	CN(Cc1ccccc1)C(=O)CCn1c(=O)oc2ccccc21	-9	2	3	x	-10	-7	11
23	O=C(CN1C(=O)NC2(CCCC2)C1=O)N1CCN(S(=O)(=O)c2ccccc2)CC1	4	-3	4	x	0	-5	-2
24	COc1ccc(C(=O)CSc2nnc(CN3CCCC3)n2-c2ccc(F)cc2)c(OC)c1	0	3	x	x	x	-1	2
25	Cn1c(SCc2ccc([N+](=O)[O-])cc2)nc2c(c1=O)SCC2	13	4	x	-1.7	x	2	-4
26	COc1ccccc1CNC(=O)C12CC3CC(CC(C3)C1)C2	5	0	-3	x	1	-5	-1
27	CN(Cc1ccc([N+](=O)[O-])cc1)c1ccccc1	-3	4	-4	0.0	2	1	x
28	Cc1cc2nc(CSc3ccccc3)cc(=O)n2[nH]1	8	-6	x	x	x	2	29*
29	NC(=O)C1CN(C(=O)c2cccc(S(=O)(=O)N3CCc4ccccc43)c2)c2ccccc2O1 (configuration not stated)	-1	6	7	-0.4	-8	10	0
30	CCCCNC(=O)c1cc2c(=O)n(CC)c3ccccc3c2s1	-6	1	-2	0.3	-1	-1	-3

Remaining list, next part.
nr	smiles	S100A4 inh HTS	ERp5 inh	PglD inh	E-sel inducer	C2C12 statin	DENV2 CPE	SIRT5 inh
31	CC1(C)CC2CC(C)(CN2C(=O)COC(=O)c2ccc(NC(=O)CC#N)cc2)C1 (configuration not stated)	-2	-3	-2	x	4	20	-4
32	COC(=O)/C(=N/Nc1ccc(C)cc1)N1CCCc2ccccc21	1	2	x	0.7	x	2	0
33	CCC(C(=O)NC1CCCC1)n1c(-c2ccccn2)nc2ccccc21 (configuration not stated)	5	-1	x	-0.2	x	-3	x
34	Cc1csc(NC(=O)CSc2nnc(NC(=O)NC(C)(C)C)s2)n1	69	-1	0	-1.0	-3	15	1
35	Cc1ccc(NC(=O)c2c(C)nc3ccccn23)cc1C	5	1	x	-0.1	x	1	-2
36	Cc1cc(C)c2cc(C#N)c(SCC(=O)Nc3ccc4c(c3)OCO4)nc2c1	-5	6	x	x	x	2	0
37	Cc1cc(NC(=O)COC(=O)c2cc(S(=O)(=O)N(C)C)ccc2Cl)no1	-2	7	-1	x	-5	0	-4
38	CCO[C@@H]1OC(C(N)=O)=C[C@H](c2ccc3c(c2)OCO3)[C@H]1CCCO	-4	2	-4	-0.1	3	-13	-4
39	CCC(=O)N1CCCCN2[C@@H](CO)[C@@H](c3ccc(C#Cc4cccnc4)cc3)[C@@H]2C1	-1	7	0	-0.4	-2	23*	6
40	CN(C)CC#Cc1ccc([C@H]2[C@H](CO)N3C(=O)CN(C(=O)c4cccc(F)c4)C[C@@H]23)cc1	8	-4	x	0.1	x	-1	9
41	Cc1ccc(C)c(NC(=O)CN(C)C(=O)CSCc2c(C)noc2C)c1	9	1	x	x	x	-4	2
42	O=C(CN1CCC(O)(c2cccc(C(F)(F)F)c2)CC1)NCCc1ccccc1	-3	-2	5	x	-3	24*	1
43	Cc1ccc(S(=O)(=O)N(C)C[C@H]2OCCCC[C@H](C)Oc3ccc(NC(=O)Nc4ccc(F)cc4)cc3C(=O)N([C@H](C)CO)C[C@@H]2C)cc1	-7	4	-4	0.1	x	3	3
44	COc1cc2nc3n(c(=O)c2cc1OC)-c1ncccc1C(=O)NC3Cc1ccccc1 (configuration not stated)	7	5	-2	0.0	5	-1	3
45	CC(C)C(=O)NNS(=O)(=O)c1ccccc1	4	0	x	x	x	-1	-2
46	Cc1cccc(Cl)c1NC(=O)N1CCCN(c2nc3ccc(Cl)cc3s2)CC1	-14	0	6	x	-4	-5	0
47	CN(CC(=O)Nc1cccc(F)c1)C(=O)c1ccccc1Sc1ccccc1C#N	2	-1	4	x	10	-2	-4
48	Cc1ccc(C(=O)N/C(=C\C=C\c2ccccc2)C(=O)NCc2ccco2)cc1	-3	3	x	0.0	10	x	-3
49	C[C@H](CO)N1C[C@H](C)[C@H](CN(C)Cc2ccc(C(=O)Nc3ccccc3N)cc2)Oc2ccc(NS(=O)(=O)c3ccc(F)cc3)cc2CC1=O	-13	11	0	2.4	-15	-24	0
50	Cc1ccc(-c2ccccc2[C@H]2[C@@H](C#N)N(S(C)(=O)=O)[C@@H]2CO)cc1	12	3	x	0.1	x	-2	-1
51	CO[C@@H]1CN(C)C(=O)c2ccc(NC(=O)c3ccccc3)cc2OC[C@@H](C)N(C(=O)CN(C)C)C[C@@H]1C	-4	x	x	0.6	x	8	-1
52	CC(C)OC(=O)CC12CN3CN(C1)CC(CC(=O)OC(C)C)(C3)C2=O	3	-5	-2	x	x	x	15
53	CC1(C)CC(=O)C=C(NCCN2CCN(C(=S)NC3CCCCC3)CC2)C1	-4	-6	x	0.0	-14	-4	1
54	O=C(CCNC(=O)c1ccco1)Nc1nc2ccccc2s1	1	1	-2	0.3	-1	3	-3
55	CSc1ccccc1NC(=S)Nc1ccc(S(N)(=O)=O)cc1	-3	-1	x	18	x	8	-1
56	CC(=O)N/N=C\c1cccc(OC/C=C/c2ccccc2)c1	-12	7	4	x	8	6	-1
57	CCCNC(=O)N1CC2(CN(C(=O)c3cnccn3)C2)c2c([nH]c3cc(OC)ccc23)[C@H]1CO	8	2	x	0.0	x	9	-2
58	COc1ccccc1NC(=O)N(C)C[C@H]1Oc2cc(Br)ccc2S(=O)(=O)N([C@H](C)CO)C[C@@H]1C	5&5	-6&1	0&-1	0.2	0&-6	3&11	-1&-3
59	Cc1ccc(-c2ccc3c(c2)O[C@H](CN(C)C)[C@H](C)CN([C@H](C)CO)S3(=O)=O)cc1	0	3	2	-0.4	1	4	1
60	CSc1ccccc1C(=O)NCC(c1ccco1)N(C)C (configuration not stated)	1	6	3	x	0	0	3
61	COC(=O)C1=CN(c2ccc(OC)cc2)C(N)=C(C#N)C1c1ccc(OC)cc1 (configuration not stated)	-2	2	x	0.3	x	-6	-5

Screening results: PubChem, Broad Institute

The list is partial; the hit share may differ from the screen's.
